# PAD4 inhibitors: human PAD4 inhibitors, primary screen, biochemical, fluorescence polarization (AID 463073); recombinant PAD4, RFA probe fluorescence polarization; stronger effect = higher value; inhibition, % at 5 µM; hit rate 0.5% among 2,000;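 active = inhibition above 30%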;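 also: 0% = PAD4 with DMSO and 100% = wells lacking PAD4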
#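 Material – recombinant PAD4 · Amount – PAD4 at 2 µM in dispensed buffer, before additions · Medium – Ca2+-containing HEPES pH 7.6, TCEP · Doses – one dose, 5 µM final · Schedule – 30 min 25 °C preincubation, 5 h 37 °C labeling · Measured by – FP, ex 525 nm, em 598 nm · Benchmarks – wells lacking PAD4 as full-inhibition control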
# An asterisk follows results filed as active. An excerpt. The share of hits here may be higher or lower than overall.
SMILES,PAD4 inhibitors
C1COC(NC(C2CC2)C2CC2)=N1,0.5
CC(=O)CCCCn1c(=O)c2c(ncn2C)n(C)c1=O,2.5
O=C(O)c1cccnc1Nc1cccc(C(F)(F)F)c1,0.5
CCCCCC(=O)O[C@]1(C(C)=O)CC[C@H]2[C@@H]3CCC4=CC(=O)CC[C@]4(C)[C@H]3CC[C@@]21C,5.0
CCn1cc(C(=O)O)c(=O)c2cnc(N3CCNCC3)nc21,-7.7
COc1ccc(C2CNC(=O)C2)cc1OC1CCCC1 (stereo not given),1.4
O=C(O)CCC(=O)c1ccc(-c2ccccc2)cc1,8.2
CCCCNc1ccc(C(=O)OCCN(C)C)cc1,-1.6
CC1Cc2ccccc2N1NC(=O)c1ccc(Cl)c(S(N)(=O)=O)c1 (stereo not given),-6.4
CN1CCCN=C1COC(=O)C(O)(c1ccccc1)C1CCCCC1 (stereo not given),-4.0

# Structures from the list above containing four or more nitrogen atoms, in the order listed:
SMILES,PAD4 inhibitors
CC(=O)CCCCn1c(=O)c2c(ncn2C)n(C)c1=O,2.5
CCn1cc(C(=O)O)c(=O)c2cnc(N3CCNCC3)nc21,-7.7

# Part of the list above, with bars between the fields.
canonical_smiles | PAD4 inhibitors
CCCCCC(=O)O[C@]1(C(C)=O)CC[C@H]2[C@@H]3CCC4=CC(=O)CC[C@]4(C)[C@H]3CC[C@@]21C | 5.0
CCn1cc(C(=O)O)c(=O)c2cnc(N3CCNCC3)nc21 | -7.7
CC(=O)CCCCn1c(=O)c2c(ncn2C)n(C)c1=O | 2.5

# Screens (PubChem BioAssay)
